TGFb inhibitor – qHTS for Inhibitors of TGF-b; HepG2 CAGA-GFP TGF-b/SMAD3 reporter, GFP fluorescence, 18 h; TGF-beta stimulated, 500 pg/mL final; Potency, µM (doses to about 46.1 µM), for inactives: at the highest dose activity, negative = inhibition, usual class: inhibitors; 410,000 tested, 1.2% active; AID 588855, 2011; also: % is scaled to controls: 0 for no effect and ±100 for the full control effect; nearly all actives have a fitted effect of over 65% in size
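Using HEPG2 CAGA-GFP reporter cells at 1000 cells/well, we pinned test compounds, stimulated with recombinant TGF-beta (500 pg/mL final) and measured total well GFP after 18 h.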
A549 viability – Nrf2 qHTS screen for inhibitors: counterscreen for cytotoxicity | A549 ARE-Fluc cells, CellTiter-Fluor viability, 18-24 h | Potency, µM (titrated, usually from 46 µM), for the others: at the highest dose activity change, negative = cytotoxicity, actives largely listed as inhibitors | 390,000 tested, 0.16% active; also: % is scaled to controls: 0 for no effect and ±100 for the full control effect
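A549 ARE_Fluc cells in 5% FBS OPTI-MEM were exposed to compounds in concentration-response for 18-24 h at 37 deg C. Viability was read by CellTiter-Fluor fluorescence (Ex 405/Em 525) after 30 min, before the luciferase read.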
ATXN2 expr inh – Primary qHTS for Inhibitors of ATXN expression; HEK-293 ATXN2-luciferase reporter, luminescence, 24 h; Potency, µM (highest dose often 57 µM), inactives show at the top dose activity change, negative = inhibition, usual class: inhibitors; 360,000 tested, 0.72% active; AID 1745845, 2022; also: % is scaled to controls: 0 for no effect and ±100 for the full control effect; nearly all actives have a fitted effect of over 55% in size
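qHTS (up to 57 uM final) was run with 24 h compound exposure of reporter cells at 37 °C. Each well was multiplexed: SteadyGlo luminescence measured ATXN2-luciferase expression after a fluorogenic Gly-Phe-AFC viability readout (25 uM final).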
HepG2 viability – qHTS for Inhibitors of TGF-b: Cytotox Counterscreen. 410,000 tested, 0.76% active. HepG2 CAGA-GFP viability, ATP luminescence, 18 h. Potency, µM (titrated, usually from 46.1 µM), without a hit: at the top dose activity change, negative = cytotoxicity, actives largely listed as cytotoxic; also: some results filed as inactive show a strong effect at the top dose
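HepG2 CAGA-GFP cells (1000/well, DMEM with 1% FBS) received compound, then TGF-beta at 500 pg/mL final, and were incubated 18 hours at 37 degrees C. Viability was read by CellTiter-Glo luminescence. Media-only wells were set as complete cell-killing and DMSO as no toxicity.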
EPAC2 antagonist – qHTS for Antagonist of cAMP-regulated guanine nucleotide exchange factor 2 (EPAC2): primary screen; Rap guanine nucleotide exchange factor 4 (Homo sapiens), Q8WZA2; EPAC2 GEF exchange of Rap1B-BODIPY-GDP, fluorescence; Potency, µM (highest dose often 114 µM), without a hit: at the highest dose activity, negative = inhibition, most hits filed as inhibitors; 360,000 tested, 0.18% active; also: % is scaled to controls: 0 for no effect and ±100 for the full control effect; nearly all actives have a fitted effect of over 45% in size; many of its hits are not listed in these tables
Target sequence (Q8WZA2 whole entry, looked up): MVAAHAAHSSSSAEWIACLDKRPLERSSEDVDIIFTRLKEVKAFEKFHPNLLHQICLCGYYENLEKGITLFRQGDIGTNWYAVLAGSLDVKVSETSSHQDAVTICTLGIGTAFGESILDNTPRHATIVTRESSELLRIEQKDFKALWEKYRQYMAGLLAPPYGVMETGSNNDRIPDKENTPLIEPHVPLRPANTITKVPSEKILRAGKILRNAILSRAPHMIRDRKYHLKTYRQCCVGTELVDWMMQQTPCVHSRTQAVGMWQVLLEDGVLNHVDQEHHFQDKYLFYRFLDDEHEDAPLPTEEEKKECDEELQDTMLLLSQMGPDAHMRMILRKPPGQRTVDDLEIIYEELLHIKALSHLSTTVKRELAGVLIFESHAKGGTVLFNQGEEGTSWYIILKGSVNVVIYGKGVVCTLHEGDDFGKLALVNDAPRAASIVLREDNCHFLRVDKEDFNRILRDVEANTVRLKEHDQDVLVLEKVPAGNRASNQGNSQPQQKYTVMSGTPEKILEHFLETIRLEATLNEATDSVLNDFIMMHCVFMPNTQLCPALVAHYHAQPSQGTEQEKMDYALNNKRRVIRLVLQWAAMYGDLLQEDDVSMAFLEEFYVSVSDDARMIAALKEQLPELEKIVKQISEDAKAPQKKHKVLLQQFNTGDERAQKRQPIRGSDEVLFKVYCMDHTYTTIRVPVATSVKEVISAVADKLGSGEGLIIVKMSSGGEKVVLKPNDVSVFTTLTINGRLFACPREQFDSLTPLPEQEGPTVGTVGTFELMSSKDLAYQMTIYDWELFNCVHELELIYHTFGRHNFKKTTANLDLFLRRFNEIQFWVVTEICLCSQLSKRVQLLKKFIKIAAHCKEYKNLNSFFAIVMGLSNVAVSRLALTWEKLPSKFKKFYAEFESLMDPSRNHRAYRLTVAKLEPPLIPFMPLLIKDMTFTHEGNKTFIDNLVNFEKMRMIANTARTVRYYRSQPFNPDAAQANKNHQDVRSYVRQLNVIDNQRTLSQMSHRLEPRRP
ATXN viability – Viability Counterscreen for Primary qHTS for Inhibitors of ATXN expression; Potency, µM (titrated, usually from 56.7 µM), actives largely listed as cytotoxic; 400,000 tested, 0.49% active; S2 cells (HEK-293 line with an ATXN2-luciferase reporter) viability, CellTiter-Fluor protease fluorescence, 24 h; AID 651635, 2014; also: nearly all actives have a fitted effect of over 40% in size
MCF10A rereplic – A quantitative high throughput screen for small molecules that induce DNA re-replication in MCF 10a normal breast cells. MCF 10A DNA re-replication, Hoechst nuclear intensity, 48 h. AID 624296, 2012. Potency, µM (titrated, usually from 46.1 µM), for the others: at the top dose activity, positive = re-replication, hits mostly activators. 350,000 tested, 2.9% active; also: % of control where 0% means no effect; nearly all actives have a fitted effect of over 50% in size
Nrf2 ARE act – qHTS of Nrf2 Activators. AREc32 ARE-luciferase reporter (MCF7-derived line), luminescence, 24 h. 410,000 tested, 0.31% active. AID 624171, 2012. Potency, µM (series often up to 46.1 µM), for inactives: at the top dose activation, actives largely listed as activators; also: % of control where 0% means no effect; nearly all actives have a fitted effect of over 65% in size
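Reporter line AREc32 (ARE-Fluc), seeded overnight in OPTI-MEM with 5% FBS; compound pin-transferred, 24 hr at 37 deg C, 5% CO2; luminescent read-out.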
Nrf2 block – Nrf2 qHTS screen for inhibitors; A549 ARE-Fluc reporter, luciferase luminescence, 18-24 h; Potency, µM (highest dose often 46 µM), for the others: at the highest dose activity change, negative = inhibition, most hits filed as inhibitors; 360,000 tested, 2.1% active; AID 504444, 2011; also: % is scaled to controls: 0 for no effect and ±100 for the full control effect; nearly all actives have a fitted effect of over 60% in size
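A549 ARE_Fluc cells, 5000/well, 5% FBS OPTI-MEM; compounds in dose-response, 18-24 h at 37 °C/5% CO2; CellTiter-Fluor viability read (Ex 405/Em 525), then BugLite luciferase luminescence = Nrf2 activity.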
The depositor's hits bear a star; [ ] = another dose, or the depositor's remark. Calls follow the shape of the dose curve; as a rule, active = well fitted curve in the direction sought with a large enough effect; inconclusive = small, poorly fitted or top-dose-only effect, or another doubt; inactive = no such curve, though single readings can be large; an effect the other way counts as inactive or inconclusive. Potency is read from the fitted curve at half-maximal effect. An excerpt; the hit share may differ from the screen's.

For O=C(OC1CCOC1=O)c1cc(-c2ccccc2)nc2ccccc12 (configuration not stated) the results were TGFb inhibitor 13%, ATXN2 expr inh 2%, HepG2 viability -10%, EPAC2 antagonist -7%, ATXN viability inactive, MCF10A rereplic 0%, Nrf2 ARE act 0.2% and Nrf2 block 5%.
Screening CSc1ccc(Cn2c(C)c(C(=O)NCc3ccccc3C(F)(F)F)sc2=O)cc1 returned TGFb inhibitor inconclusive, ATXN2 expr inh -7%, HepG2 viability -20%, EPAC2 antagonist 12%, ATXN viability inconclusive and Nrf2 ARE act 3.6%.
Screening N#CC1=C(N)C(C#N)(C#N)C(c2ccc[nH]2)C2CCCC=C12 (configuration not stated) returned TGFb inhibitor -9%, A549 viability -9%, ATXN2 expr inh -16%, HepG2 viability -23%, EPAC2 antagonist -9%, ATXN viability inactive, MCF10A rereplic 3%, Nrf2 ARE act 24% and Nrf2 block inconclusive.
Screening COc1ccc(C(=O)NC2CCN(S(=O)(=O)c3ccccc3F)CC2)cc1 returned TGFb inhibitor -27%, A549 viability -16%, ATXN2 expr inh -24%, HepG2 viability -20%, EPAC2 antagonist 9%, ATXN viability inactive, MCF10A rereplic 5%, Nrf2 ARE act -0.9% and Nrf2 block -23%.
For Cc1cccc(OCCCC(=O)NCC(=O)Nc2cccc(C)c2C)c1 the results were TGFb inhibitor 1%, A549 viability 6%, ATXN2 expr inh -13%[2.22 µM], HepG2 viability -20%, EPAC2 antagonist 2%, ATXN viability inactive, MCF10A rereplic 5%, Nrf2 ARE act -0.2% and Nrf2 block 8%.
Screening COc1ccc(NC(=O)CCNS(=O)(=O)c2ccc3c(c2)CC(C)N3C(C)=O)cc1 (configuration not stated) returned TGFb inhibitor 1%, A549 viability 2%, ATXN2 expr inh 1%, HepG2 viability -1%, EPAC2 antagonist 1%, ATXN viability inactive, MCF10A rereplic -4%, Nrf2 ARE act -0.2% and Nrf2 block 1%.
For C#CCOCCOCCOCCNc1nc(N2CCN(C(=O)C([C@@H](C)CC)n3cc(C(N)CC(C)C)nn3)CC2)nc(N2CCN(C(=O)[C@H](CCC(=O)O)n3cc(C(N)[C@H](C)CC)nn3)CC2)n1 (some centres not stated) the results were TGFb inhibitor inconclusive, A549 viability -3%, ATXN2 expr inh 9%, HepG2 viability 0%, EPAC2 antagonist 1%, ATXN viability inactive, MCF10A rereplic -10%, Nrf2 ARE act -0.7% and Nrf2 block -3%.
For COc1ccc(CN2CCNC(=O)C2CC(=O)NC2CCCC2)c(C)c1C (configuration not stated) the results were TGFb inhibitor 4%, A549 viability 2%, ATXN2 expr inh -9%, HepG2 viability -2%, EPAC2 antagonist -1%, ATXN viability inactive, MCF10A rereplic inconclusive, Nrf2 ARE act 0.0% and Nrf2 block 7%.
For OCC1(Cc2ccccc2)CCCN(Cc2cnn(-c3ccccc3)c2)C1 (configuration not stated) the results were TGFb inhibitor 5%, A549 viability -6%, ATXN2 expr inh -13%, HepG2 viability 3%, EPAC2 antagonist 2%, ATXN viability inactive, MCF10A rereplic 15%, Nrf2 ARE act 2.9% and Nrf2 block 6%.
Screening CCCCn1c(=NC(=O)c2ccco2)c(C(=O)OCC)cc2c(=O)n3cccc(C)c3nc21 returned TGFb inhibitor inconclusive, A549 viability -2%, ATXN2 expr inh 1%, HepG2 viability -21%, EPAC2 antagonist -8%, MCF10A rereplic 6.5µM*, Nrf2 ARE act 7.6% and Nrf2 block 5%.
C/C(N)=C(/C#N)C(=O)CSc1nnc(Nc2ccccc2)s1 was read as TGFb inhibitor 18%, A549 viability -2%, ATXN2 expr inh 2%, HepG2 viability -5%, EPAC2 antagonist -5%, ATXN viability inactive, MCF10A rereplic -1%, Nrf2 ARE act 2.8% and Nrf2 block inconclusive.
Cn1nccc1NC(=O)Nc1ccccc1 was read as TGFb inhibitor 5%, A549 viability 3%, ATXN2 expr inh -9%, HepG2 viability 2%, EPAC2 antagonist 4%, ATXN viability inactive, MCF10A rereplic 1%, Nrf2 ARE act -0.4% and Nrf2 block 6%.

Molecules shown so far with two or more sulfur atoms (2):
Screening CSc1ccc(Cn2c(C)c(C(=O)NCc3ccccc3C(F)(F)F)sc2=O)cc1 returned TGFb inhibitor inconclusive, ATXN2 expr inh -7%, HepG2 viability -20%, EPAC2 antagonist 12%, ATXN viability inconclusive and Nrf2 ARE act 3.6%.
C/C(N)=C(/C#N)C(=O)CSc1nnc(Nc2ccccc2)s1 was read as TGFb inhibitor 18%, A549 viability -2%, ATXN2 expr inh 2%, HepG2 viability -5%, EPAC2 antagonist -5%, ATXN viability inactive, MCF10A rereplic -1%, Nrf2 ARE act 2.8% and Nrf2 block inconclusive.

Continuation.
For CC1CCN(C(=O)c2[nH]cnc2C(=O)N2CCN(c3ccccc3)CC2)CC1 the results were TGFb inhibitor 0%, A549 viability -5%, ATXN2 expr inh 14%, HepG2 viability 0%, EPAC2 antagonist 0%, ATXN viability inactive, MCF10A rereplic 7%, Nrf2 ARE act -0.4% and Nrf2 block -4%.
COc1ccccc1C(=O)NCCN1CCCC1 was read as TGFb inhibitor -2%, HepG2 viability 3%, EPAC2 antagonist -6%, ATXN viability inactive and Nrf2 ARE act -0.8%.
For CC(C)CN1CCN(Cc2cccn2-c2cccnc2)CC1CCO (configuration not stated) the results were TGFb inhibitor 2%, A549 viability -1%, ATXN2 expr inh 2%, HepG2 viability -13%, EPAC2 antagonist -10%, ATXN viability inactive, MCF10A rereplic -26%, Nrf2 ARE act 0.0% and Nrf2 block -4%.
For Cc1cc(Cl)ccc1NC(=O)CN1C(=O)NC2(CCCc3ccccc32)C1=O (configuration not stated) the results were TGFb inhibitor -18%, A549 viability -19%, ATXN2 expr inh -8%, HepG2 viability -20%, EPAC2 antagonist -2%, ATXN viability inactive, MCF10A rereplic 8%, Nrf2 ARE act 5.8% and Nrf2 block inconclusive.
For Cc1nnc(NN)n(N)c1=O the results were TGFb inhibitor -2%, A549 viability 3%, ATXN2 expr inh -2%, HepG2 viability 19%, EPAC2 antagonist 3%, ATXN viability inactive, MCF10A rereplic 2%, Nrf2 ARE act -0.1% and Nrf2 block 30%.
O=C(CCC(=O)Nc1ccccc1)N/N=C/c1cccnc1 was read as TGFb inhibitor 9%, A549 viability 1%, ATXN2 expr inh 7%, HepG2 viability 9%, EPAC2 antagonist -3%, ATXN viability inactive, MCF10A rereplic 2%, Nrf2 ARE act -0.9% and Nrf2 block 5%.
Screening CC(C)c1ccc(-c2csc3ncnc(N4CCN(C)CC4)c23)cc1 returned TGFb inhibitor -30%, A549 viability -17%, ATXN2 expr inh -6%, HepG2 viability -44%, EPAC2 antagonist -2%, ATXN viability inactive, MCF10A rereplic inconclusive, Nrf2 ARE act -0.3% and Nrf2 block -26%.
Cc1[nH]c(=O)c(S(=O)(=O)c2ccccc2)c(C)c1Cl was read as TGFb inhibitor 4%, A549 viability -10%, ATXN2 expr inh -4%, HepG2 viability 7%, EPAC2 antagonist -6%, ATXN viability inactive, MCF10A rereplic -1%, Nrf2 ARE act -0.1% and Nrf2 block -8%.
For COc1ccc(Cl)cc1NC(=O)N1CCN(c2ccccc2OC)CC1 the results were TGFb inhibitor 2%, A549 viability -10%, ATXN2 expr inh -6%, HepG2 viability 4%, EPAC2 antagonist -5%, MCF10A rereplic -2%, Nrf2 ARE act -0.6% and Nrf2 block inconclusive.
For Cn1c(SCC(=O)Nc2ccccc2)nnc1C(F)(F)F the results were TGFb inhibitor -3%, A549 viability 1%, HepG2 viability 3%, EPAC2 antagonist 2%, ATXN viability inactive, MCF10A rereplic 0%, Nrf2 ARE act 0.5% and Nrf2 block -1%.
Screening CCOc1ccc2c(c1)sc(N)[n+]2Cc1cc(C)cc2cccnc12 returned TGFb inhibitor inconclusive, A549 viability inconclusive, ATXN2 expr inh inconclusive, HepG2 viability -39%, EPAC2 antagonist -10%, ATXN viability inconclusive, MCF10A rereplic 8.2µM*, Nrf2 ARE act 0.2% and Nrf2 block inconclusive.
`CC(=O)NCC(=O)NNC1CC(=O)N(c2cccc(Cl)c2)C1=O` (configuration not stated) gave TGFb inhibitor -1%, A549 viability 4%, ATXN2 expr inh -8%, HepG2 viability 7%, EPAC2 antagonist 8%, ATXN viability inactive, MCF10A rereplic -4%, Nrf2 ARE act -0.4% and Nrf2 block 7%.
CCOc1ccc2[nH]cc(C(=O)NCCc3ccccc3)c(=O)c2c1 was read as TGFb inhibitor inconclusive, A549 viability 10%, ATXN2 expr inh inconclusive, HepG2 viability 6%, EPAC2 antagonist 0%, ATXN viability inactive, MCF10A rereplic inconclusive, Nrf2 ARE act 4.9% and Nrf2 block inconclusive.
`O=C(NCC1CCCO1)c1ccccc1OCc1ccc(Cl)cc1` (configuration not stated) gave TGFb inhibitor 0%, A549 viability -3%, ATXN2 expr inh 3%, HepG2 viability 8%, EPAC2 antagonist -1%, ATXN viability inactive, MCF10A rereplic 7%, Nrf2 ARE act 0.7% and Nrf2 block 7%.
For COc1ccc2c(c1)c1c(c(=O)n(CCc3ccccc3)c(=O)n1Cc1cccc(C)c1)n2C the results were TGFb inhibitor 13%, A549 viability 5%, ATXN2 expr inh -4%, HepG2 viability 12%, ATXN viability inactive, Nrf2 ARE act 4.1% and Nrf2 block 7%.
`COc1cc(/C=N/n2nnnc2Nc2ccccc2)cc(OC)c1OC` gave TGFb inhibitor -4%, A549 viability -10%, ATXN2 expr inh 5%, HepG2 viability -3%, EPAC2 antagonist -13%, ATXN viability inactive, MCF10A rereplic 0%, Nrf2 ARE act 6.5% and Nrf2 block -2%.
COc1ccc(/C=C2\SC(=S)N(CC(=O)OCC(=O)Nc3ccc([N+](=O)[O-])cc3OC)C2=O)cc1 was read as TGFb inhibitor -13%, A549 viability 0%, ATXN2 expr inh 6%, HepG2 viability 1%, EPAC2 antagonist 5%, ATXN viability inactive, MCF10A rereplic -8%, Nrf2 ARE act 2.6% and Nrf2 block 5%.
